Neddyl block: cullin neddylation inhibition | calls only at 25 µM | actives 0.58% (n = 360,000) | TR-FRET cullin neddylation, biochemical; in the data active = inhibition above about 36%
Target sequence (P61081 whole entry, looked up): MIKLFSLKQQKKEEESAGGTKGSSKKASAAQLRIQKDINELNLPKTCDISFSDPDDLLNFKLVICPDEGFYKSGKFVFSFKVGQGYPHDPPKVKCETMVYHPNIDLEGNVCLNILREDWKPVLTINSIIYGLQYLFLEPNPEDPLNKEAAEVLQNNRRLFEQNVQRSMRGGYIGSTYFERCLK
Target sequence (Q13564 whole entry, looked up): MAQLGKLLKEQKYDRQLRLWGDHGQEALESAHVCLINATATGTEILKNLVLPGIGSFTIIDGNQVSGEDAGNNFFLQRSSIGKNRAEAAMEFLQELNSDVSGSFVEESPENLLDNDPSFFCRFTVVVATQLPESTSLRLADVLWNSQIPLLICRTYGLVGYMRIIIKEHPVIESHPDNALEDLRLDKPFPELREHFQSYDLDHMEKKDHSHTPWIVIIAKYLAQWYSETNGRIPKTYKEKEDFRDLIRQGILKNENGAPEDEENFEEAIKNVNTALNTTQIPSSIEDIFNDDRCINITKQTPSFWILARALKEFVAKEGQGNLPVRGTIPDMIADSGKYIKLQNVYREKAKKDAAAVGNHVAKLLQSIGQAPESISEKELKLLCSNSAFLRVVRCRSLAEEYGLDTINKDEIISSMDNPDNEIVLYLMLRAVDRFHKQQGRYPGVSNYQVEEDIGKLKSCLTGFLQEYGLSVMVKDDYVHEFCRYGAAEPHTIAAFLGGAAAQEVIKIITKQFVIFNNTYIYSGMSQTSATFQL
CSN deneddyl inh: CSN deneddylation inhibition | Q92905 | inhibition, % at 12.5 µM | Purified CSN, SCF-Nedd8-OG deneddylation, fluorescence polarization | actives 0.38% (n = 360,000);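 active = pattern-corrected inhibition above about 35%, with an unprinted fluorescence ratio check between 0.5 and 1.5, limit read from the data, passing the limit was not always enough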;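 also: 0% = enzyme with substrate and 100% = substrate without enzyme; some results filed as inactive read as strong as hits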
Target sequence (Q92905 whole entry, looked up, one chain of several): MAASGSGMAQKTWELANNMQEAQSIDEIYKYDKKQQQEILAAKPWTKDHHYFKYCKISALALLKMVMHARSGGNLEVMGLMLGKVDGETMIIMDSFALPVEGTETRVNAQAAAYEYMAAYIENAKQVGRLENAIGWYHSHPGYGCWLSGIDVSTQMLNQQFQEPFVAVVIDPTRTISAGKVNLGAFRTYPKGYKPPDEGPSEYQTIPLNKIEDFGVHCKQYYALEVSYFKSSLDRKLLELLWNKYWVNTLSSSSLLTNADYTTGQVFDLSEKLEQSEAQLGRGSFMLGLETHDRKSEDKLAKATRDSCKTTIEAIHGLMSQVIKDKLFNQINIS
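test system = HEK293T-derived human Csn5 enzyme | amount = 0.24 nM Csn5 enzyme, final concentration | medium = Tris/NaCl/DTT buffer, pH 7.5 | schedule = 90 min reaction at room temperature | signal = FP | evaluation = inhibition of Csn5 cleavage, % | compound dosing = single dose of 12.5 µM compound with 0.25% DMSO | probe or stimulus = 10 nM SCFSkp2-Nedd8OG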
Rin1-Abl PPI inh: blocks binding of human Rin1 to Abl; P00519+Q13671; TR-FRET Rin1/Abl binding, biochemical; inhibition, % at 7.35 µM; actives 0.4% (n = 360,000); in the data active = inhibition above about 5%, passing the limit was not always enough
Rpn11 block: Rpn11 (human) deubiquitinase inhibition | O00487 | human 26S proteasome, Ub4-pepOG fluorescence polarization; 20S core pre-blocked with epoxomicin | calls only at 20 µM | actives 0.59% (n = 360,000) | AID 588493;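 active = inhibition at 20 µM, scaled to each plate's controls, above about 33%, limit read from the data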
MT1-MMP act inh: inhibitors of human MT1-MMP activation; P50281; HT1080 RFP-PRO-GFP cells, GFP/RFP ratio fluorescence, overnight; percent of plate control window, DMSO zero; GFP/RFP ratio change, % at 20 µM; actives 0.061% (n = 360,000); AID 651647;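 active = GFP/RFP ratio change of at least 30% with cell ATP level not reduced by more than half and red fluorescence within 50% of control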; also: strong numbers were not always called active
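Material – HT1080 RFP-PRO-GFP cells · Control set – DMSO wells and RFP-L50D-GFP cells · Incubation – overnight cell settling, then overnight compound exposure, 37 °C, 5% CO2 · Compound dosing – single-point 20 µM compound, 1% DMSO · Read-out – GFP/RFP fluorescence ratio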
FAS TE block: inhibitors of human fatty acid synthase thioesterase domain; recombinant FAS-TE, OMFH fluorogenic substrate, fluorescence endpoint; actives 0.67% (n = 360,000); inhibition, % at 15 µM; P49327; AID 602261;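 active = compounds whose normalised, plate-corrected inhibition of enzyme fluorescence in the single-dose primary screen is 50% or more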;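 also: 0% = DMSO with enzyme and 100% = substrate without enzyme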
NadD block: blocks S. aureus nicotinate mononucleotide adenylyltransferase. purified NadD enzyme, colorimetric absorbance read-out. inhibition, % at 20 µM. actives 0.78% (n = 360,000). AID 602399; in the data active = inhibition above about 26%; also: some compounds past the cut are filed as inactive
SKN-1 block: C. elegans SKN-1 inhibition; inhibition, % at 21.8 µM; C. elegans VP596 Pgst-4::GFP/RFP ratio, acrylamide-induced, 24 h; actives 0.49% (n = 360,000);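 active = interference check ratio from 0.5 to 1.5 plus GFP to RFP signal ratio inhibition reaching or exceeding a fixed threshold, cut at about 30% in these data, passing the limit was not always enough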; also: some compounds called inactive have numbers as strong as hits
MLLE-PAM2 inh: inhibitors of microRNA-mediated deadenylation, human PABP1 MLLE binding; P11940; GST-MLLE / FITC-PAM2 fluorescence polarization; inhibition, % at 20 µM; actives 0.36% (n = 360,000); AID 588489; in the data active = inhibition above about 35%, passing the limit was not always enough;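 also: plate controls were DMSO wells with GST-MLLE for no effect and wells lacking GST-MLLE protein for full effect; some results filed as inactive read as strong as hits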
Starred values were filed as active, the others as inactive; i = inactive; . = no result given; + = active, no number.

SMILES	Neddyl block	CSN deneddyl inh	Rin1-Abl PPI inh	Rpn11 block	MT1-MMP act inh	FAS TE block	NadD block	SKN-1 block	MLLE-PAM2 inh
CCOC(=O)c1c(N)sc2c1CCC(C)C2 (centres undefined)	i	-3	-3	i	-4	4	17	9	20
CCCN1CCN(CCNC(=O)Nc2cc(C)ccc2C)CC1	i	1	3	i	4	-5	-9	19	3
Nn1c(SCC(=O)NC2CCCc3ccccc32)nnc1C1CC1 (centres undefined)	i	-2	1	i	-1	0	1	-7	-4
COc1ccc(NC(=O)C(NC(C)=O)C(=O)NCc2ccc(F)cc2)cc1 (centres undefined)	i	-5	1	i	-4	-7	2	-26	-7
CCOC(=O)C1CCCN(C(=O)Nc2c(-c3ccccc3)noc2C)C1 (centres undefined)	i	-3	-3	i	2	-1	-13	-24	4
O=C(NCc1ccccn1)c1c(-c2ccccc2)sc2ccccc12	i	0	2	i	1	-2	-2	5	-4
CC(CN1CCCCCC1)C(=O)NN (centres undefined)	i	2	2	i	3	-4	-4	4	-13
Cc1cccc(C2=NN(c3ccc(Br)cc3)[C@@H](C(=O)N3CCOC3=O)[C@@H]2c2ccc(F)cc2)c1	.	3	-1	i	-1	74*	1	3	1
CC1(C)Oc2cc3oc(=O)ccc3cc2C[C@@H]1O	+	3	-5	i	-2	-11	1	12	-1
O=C(CSc1ncccn1)Nc1ncc(C(F)(F)F)cc1Cl	i	3	-2	i	3	-5	2	-14	11
Cc1cc(-n2nc(C)cc2C)nc(NS(=O)(=O)c2ccccc2Cl)n1	i	4	0	i	-3	-8	6	29	-6
COc1ccc(S(=O)(=O)N2CCOCC2)cc1NC(=O)COc1ncnc2ccccc12	i	-8	-3	i	-1	-4	3	-18	-24
O=C(c1cccs1)N1C[C@H](n2cc(-c3ccc(F)cc3)nn2)[C@@H](O)C[C@@H]1c1ccc(Cl)cc1	i	5	-1	i	0	14	5	-1	9
CSCC(C)N1CCC(CCC(=O)NC2CC2)CC1 (centres undefined)	i	-4	3	i	-1	-6	2	-1	-1
N=C1CCCC1C(=S)SCCC(N)=O (centres undefined)	i	1	-1	i	-8	-8	0	14	36
O=[N+]([O-])c1ccccc1N=Nc1ccc(O)cc1O	i	0	-2	i	12	0	-6	30	0
O=[N+]([O-])c1ccc(Br)c(CN2CCN(c3ncc(Cc4ccccc4)cn3)CC2)c1	i	-3	.	.	-1	.	.	-11	.
COC(=O)c1ccc(C2N=C(c3cccs3)CC(c3ccccc3O)N2)cc1 (centres undefined)	i	3	3	i	-13	8	-4	-20	-16
CC(=O)Nc1ccc(C(=O)N/N=C/c2ccccc2OC(=O)c2ccc(Cl)cc2)cc1	i	-1	2	i	4	17	-9	-11	1
CCn1c(CNC(=O)c2ccco2)nnc1SCC(=O)Nc1ccc(Br)cc1F	i	5	2	i	-3	-6	11	5	4
COc1cc(NC(=O)CSCC(=O)N(C)C2CCCCC2)cc(OC)c1	i	0	0	i	-2	-4	3	7	7
Cc1ccc([N+](=O)[O-])cc1NC(=O)c1ccc2c(c1)OCO2	i	4	2	i	1	33	-1	7	-1
CC(C)CCN(C)C1CCN(S(=O)(=O)c2ccc(F)cc2)CC1	i	0	0	i	3	-8	-4	-5	6
O=C(CN1CCN(Cc2ccc3c(c2)OCO3)CC1)c1c[nH]c2ccccc12	i	-7	0	i	-4	-8	-4	-23	-100

4 compounds drawn at random from the list so far, as already listed:
SMILES	Neddyl block	CSN deneddyl inh	Rin1-Abl PPI inh	Rpn11 block	MT1-MMP act inh	FAS TE block	NadD block	SKN-1 block	MLLE-PAM2 inh
O=C(CN1CCN(Cc2ccc3c(c2)OCO3)CC1)c1c[nH]c2ccccc12	i	-7	0	i	-4	-8	-4	-23	-100
O=C(c1cccs1)N1C[C@H](n2cc(-c3ccc(F)cc3)nn2)[C@@H](O)C[C@@H]1c1ccc(Cl)cc1	i	5	-1	i	0	14	5	-1	9
O=[N+]([O-])c1ccc(Br)c(CN2CCN(c3ncc(Cc4ccccc4)cn3)CC2)c1	i	-3	.	.	-1	.	.	-11	.
COC(=O)c1ccc(C2N=C(c3cccs3)CC(c3ccccc3O)N2)cc1 (centres undefined)	i	3	3	i	-13	8	-4	-20	-16

Next section
SMILES	Neddyl block	CSN deneddyl inh	Rin1-Abl PPI inh	Rpn11 block	MT1-MMP act inh	FAS TE block	NadD block	SKN-1 block	MLLE-PAM2 inh
COc1ccc(CCNS(=O)(=O)c2cccc(C(=O)O)c2)cc1OC	i	-4	-1	i	5	-7	3	4	2
CCN(CC)S(=O)(=O)c1ccc(N2CC(C(=O)NCc3ccco3)CC2=O)cc1 (centres undefined)	i	1	1	i	2	-3	2	-15	3
CC(C)CCCN1C(Nc2ccccc2)=NC[C@@H]1Cc1ccccc1	i	1	3	i	3	-37	-4	9	17
CC(C)(C)NC(=O)C1c2ccccc2OCC(=O)N1C1CC1 (centres undefined)	i	1	.	.	0	-7	3	-1	.
COc1ccc(-c2[nH]nc3c2C(c2ccsc2)C(C#N)=C(N)O3)cc1 (centres undefined)	i	-2	6	i	-1	-4	-2	-7	4
Cc1nn(C)cc1-c1cc(C(=O)O)c2ccccc2n1	.	-2	1	i	1	-2	8	15	4
Cc1nc2sc3c(c2c(=O)o1)CC(C)(C)OC3	i	-3	-2	i	2	34	4	1	6
Cc1cc(Cl)ccc1OCC(=O)NCCC(=O)O	i	4	2	i	-1	-6	1	1	3
COc1cc2nc(-c3cccs3)oc(=O)c2cc1OC	i	0	-3	i	10	1	-4	5	4
COc1ccc(-c2oc3cccnc3c2C#CC2(O)CCCCC2)cc1	.	2	3	i	3	21	-6	-12	-20
O=C(NC(=O)c1cnccc1C(F)(F)F)Nc1ccccc1	i	-1	3	i	-2	-4	-1	5	0
Cc1cccc(C(=O)NNC(=O)CCCCC(=O)NNC(=O)c2cccc(C)c2)c1	i	4	-1	i	1	-6	-3	8	10
Cc1sc(-c2ccncc2)nc1OC(=O)c1ccccc1	i	3	0	i	-11	0	-3	0	-6
Cc1cc(NC(=O)Nc2ccccc2)n(-c2ccccc2)n1	i	4	1	i	4	-11	0	-5	17
CCCCCC(=O)Nc1cccc(C2=NOC3(C2)C[C@@H](C(N)=O)N(C(=O)C2(C)CC2)C3)c1 (some centres undefined)	i	-1	0	i	-2	-4	-7	5	14
CNc1ncnc2c1ncn2[C@H]1CN(Cc2ccc(-c3ccccc3)cc2)C[C@@H](CO)O1	i	-3	9.7*	i	5	-3	-4	-11	-6
CCc1cccc2sc(NC(=O)c3ccc(N4C(=O)CCC4=O)cc3)nc12	i	-4	-1	i	2	-3	7	4	7
CNc1cccc(-c2ccc(C(C)=O)s2)n1	.	-2	-7	i	4	-5	-5	21	-3
O=C(O)C(C(O)c1ccc([N+](=O)[O-])cc1)[n+]1ccccc1 (centres undefined)	i	3	-1	i	0	-6	2	14	-3
O=C1CN2NC(=S)N(c3ccc(Cl)cc3)C2=CN1c1ccc(Cl)cc1	i	5	2	i	3	-8	-1	0	-157
c1ccc(-c2nnc(CN3CCCc4ccccc43)o2)cc1	i	-3	-1	i	-8	-14	4	-13	30
CC1(c2nnc(-c3ccccc3)o2)CC(c2ccc(Cl)cc2)=NO1 (centres undefined)	i	3	0	i	5	24	-14	4	6
Cc1cc(C(=O)CCl)c(C)n1-c1c(C)n(C)n(-c2ccccc2)c1=O	i	0	-59	i	2	-8	9	-9	-11
O=C(Nc1ccc(F)cc1)Oc1ccccc1N1CCOCC1	i	-2	-1	i	-4	0	-6	4	0
COc1ccccc1Nc1nc(-c2ccccc2O)nc2ccccc12	i	-12	2	i	-1	26	3	3	-12
CC(C)Cc1nc(Nc2ccccc2C#N)c2nnn(Cc3ccccc3)c2n1	i	-2	2	i	-21	27	-6	2	16
N=c1c2c(n(Cc3ccc(Cl)cc3)c3c1CCC3)CCC2	i	0	2	i	-19	-4	-1	34	-74
COC(=O)c1cn(NC(=O)C2COc3ccccc3O2)c(=O)c2ccccc12 (centres undefined)	i	-4	2	i	.	-1	-4	36*	-4
CCOc1ccc(OCCC(=O)NNC(=O)c2ccccc2Cl)cc1	i	3	-3	i	2	-4	9	2	-3
Cc1ccc(-c2cn(-c3ccccc3)c(=S)[nH]2)cc1C	i	11	2	i	2	7	0	3	15
CN1C(=O)/C(=C2\SC(=S)N(C(CCC(=O)O)C(=O)O)C2=O)c2ccccc21 (centres undefined)	i	0	1	i	-14	-3	12	9	11
CCc1ccccc1N=C1S/C(=C/c2ccccc2OCC(=O)N2CCOCC2)C(=O)N1C	i	3	3	i	-14	18	-12	5	-3
OC(COC(c1ccc(Cl)cc1)c1ccc(Cl)cc1)CN1CCCC1 (centres undefined)	i	-6	4	i	-4	2	-8	-13	0
O=C(COC(=O)c1ccc2c(c1)C(=O)N(Cc1ccncc1)C2=O)Nc1ccccc1[N+](=O)[O-]	i	-1	-4	i	-1	-18	25	-7	-6
Cc1cc(NC(=O)COC(=O)C2CCN(S(=O)(=O)c3c(Cl)cccc3Cl)CC2)no1	i	-3	0	i	7	6	-3	5	7
COc1cccc(-c2nnc(SCN3C(=O)c4ccccc4C3=O)n2C)c1	i	2	0	i	9	10	0	-16	-93
CC(C)C[C@H]1CN([C@@H](CC(C)C)CN2CCCC2CN2C(=S)NC[C@@H]2Cc2ccccc2)C(=S)N1CC1CCCCC1 (some centres undefined)	i	-6	.	.	-2	-145	11	1	.
Cc1c(-n2c(-c3ccccc3)nc3ccccc3c2=O)c(=O)n(-c2ccccc2)n1C	i	-3	2	i	4	-4	-1	2	6
O=[N+]([O-])c1cc(S(=O)(=O)N2CCCCC2)ccc1NCc1cccc(Cl)c1	i	-1	-1	i	0	24	-4	6	1
CCN(C[C@H]1N[C@@](CC)(C(=O)OC)[C@H]2C(=O)N(C)C(=O)[C@@H]12)C(=O)Nc1ccc(Cl)cc1	i	6	-1	i	7	-10	2	11	11
O=C(Cn1cc(C(F)(F)F)ccc1=O)N/N=C/c1ccc(F)cc1	i	0	3	i	1	4	-1	14	-7
Cc1ccccc1NC(=O)Nc1ccccc1C(N)=O	i	2	3	i	-3	-6	-5	7	2
CC1CCN(Cc2nc(-c3ccc(Cl)cc3)no2)CC1	i	0	4	i	4	13	-3	13	-9
CCOC(=O)c1ccc(NC(=O)C2CCN(S(=O)(=O)c3c(C)nn(C)c3C)CC2)cc1	i	3	1	i	-3	-2	1	-10	-13
CN1CCN(C(=O)c2cnn(-c3ccccc3)c2NC(=O)c2ccc(Br)cc2)CC1	i	20	2	i	5	-4	-6	-13	14
COc1ccc(C(=O)NCCS(=O)(=O)N2CCN(C(=O)c3ccco3)CC2)cc1	i	-4	0	i	-1	-6	1	1	-4
O=c1oc2ccccc2c(Nc2ccc(F)cc2)c1[N+](=O)[O-]	i	-8	3	i	1	7	-3	4	14
COc1c2c(nc3ccccc13)OC(C(C)(O)CO)C2 (centres undefined)	i	0	4	i	5	-11	4	3	-10
O=C1N(c2ccccc2)c2ccccc2[C@]12C[C@H](O)CO2	i	3	.	.	7	.	.	4	.

An excerpt from above with just Neddyl block, MLLE-PAM2 inh and Rpn11 block.
structure	Neddyl block	MLLE-PAM2 inh	Rpn11 block
Cc1ccc([N+](=O)[O-])cc1NC(=O)c1ccc2c(c1)OCO2	i	-1	i
CC(C)CCN(C)C1CCN(S(=O)(=O)c2ccc(F)cc2)CC1	i	6	i
O=C(CN1CCN(Cc2ccc3c(c2)OCO3)CC1)c1c[nH]c2ccccc12	i	-100	i
COc1ccc(CCNS(=O)(=O)c2cccc(C(=O)O)c2)cc1OC	i	2	i

From PubChem BioAssay
